Screening data as filed in PubChem.
VLA-4 inh – inhibition in a human VLA-4 binding assay; AID 2557; VLA-4 expressing cells, ligand binding flow cytometry; P13612; inhibition, % (about 7 µM as worked out from the volumes in the protocol); hit rate 0.2% among 330,000; in the data active means inhibition above about 50%
AGP1-GFP MLPCN – alters AGP1-GFP fluorescence in TOR pathway yeast screen; GFP response vs DMSO, % at 10 µM; AID 2066; hit rate 0.02% among 320,000; S. cerevisiae AGP1-GFP multiplex flow cytometry, 3 h; GFP as percent of DMSO wells;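 active means GFP response relative to DMSO above a set limit, near screen average plus 3 SD, cut at about 150% in these data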;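 further: median GFP channel fluorescence of the gated AGP1 strain per well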
MEP2-GFP yeast – modulators of TOR pathway MEP2-GFP in S. cerevisiae; S. cerevisiae MEP2-GFP strain, flow cytometry GFP, 3 h; 100% = DMSO control level; GFP response vs DMSO, % at 10 µM; hit rate 0.51% among 330,000; AID 2016;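 active means GFP response versus DMSO above a set limit, roughly screen mean plus 3 SD, cut at about 180% in these data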;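 further: median GFP fluorescence of the barcode-gated MEP2-GFP cells per well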
RPL19A-GFP yeast – alters RPL19A-GFP fluorescence in TOR pathway yeast screen; S. cerevisiae RPL19A-GFP strain, flow cytometry, 3 h; hits give low values; percent response vs DMSO, % at 10 µM; hit rate 0.3% among 330,000; AID 2025;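 active means percent response vs DMSO below 50%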;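 further: median channel GFP fluorescence of the barcoded RPL19A-GFP strain; ratio of sample median GFP to plate DMSO average so 100% = DMSO; lower means less RPL19A-GFP as with rapamycin TOR inhibition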
CIT2 TOR yeast – yeast TOR pathway CIT2-GFP modulation; S. cerevisiae CIT2-GFP strain, flow cytometry, 3 h; 100 means same as DMSO wells; GFP response vs DMSO, % at 10 µM; hit rate 0.065% among 320,000;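 active means GFP response relative to DMSO above a set limit, near the screen mean plus 3 SD, cut at about 150% in these data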;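 further: ratio of well median GFP fluorescence to mean of DMSO wells on the plate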
GRK2 inh – human GRK2 inhibition via aptamer displacement; inhibition of aptamer binding, % at 10 µM; bead flow cytometry, FAM-aptamer displacement from GRK2; P25098; hit rate 0.59% among 330,000;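 active means inhibition of aptamer binding above 40%, roughly 3 SD of noise, on plates passing a quality check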;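 further: median bead fluorescence of bound FAM aptamer so fluorescent compounds give negative values; no value below 0 was filed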
Target sequence (P25098 whole entry, looked up): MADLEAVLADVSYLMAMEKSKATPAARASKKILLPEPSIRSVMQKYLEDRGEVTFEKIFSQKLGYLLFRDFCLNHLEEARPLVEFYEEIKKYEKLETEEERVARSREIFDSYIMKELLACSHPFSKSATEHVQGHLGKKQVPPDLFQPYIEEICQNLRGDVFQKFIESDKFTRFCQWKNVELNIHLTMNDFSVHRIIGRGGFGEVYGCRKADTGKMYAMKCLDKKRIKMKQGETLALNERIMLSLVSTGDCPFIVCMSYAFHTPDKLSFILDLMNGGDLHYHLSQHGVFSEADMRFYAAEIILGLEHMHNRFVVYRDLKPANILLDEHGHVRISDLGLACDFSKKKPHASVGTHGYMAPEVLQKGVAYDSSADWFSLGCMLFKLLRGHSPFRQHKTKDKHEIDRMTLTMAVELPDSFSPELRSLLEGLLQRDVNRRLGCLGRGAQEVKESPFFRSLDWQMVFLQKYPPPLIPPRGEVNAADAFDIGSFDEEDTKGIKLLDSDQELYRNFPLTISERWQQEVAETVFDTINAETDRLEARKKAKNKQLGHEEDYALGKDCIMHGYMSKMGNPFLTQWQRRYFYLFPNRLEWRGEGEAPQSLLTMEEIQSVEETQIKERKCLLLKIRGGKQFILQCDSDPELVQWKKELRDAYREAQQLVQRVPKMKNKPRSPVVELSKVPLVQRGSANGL
Yeast superoxide – yeast age-related superoxide inhibition as caloric restriction mimetic; superoxide response (% of plate mean), % at 10 µM; S. cerevisiae aged cells, superoxide DHE fluorescence; hits give low values; hit rate 0.18% among 330,000; AID 2690;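 active means superoxide response under a set limit, about three screen SD below normal, cut at about 65% in these data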;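 further: yeast aged for seven days with compound at 30 °C before DHE staining; 100% = average MFI of all compound-treated wells on the plate with controls excluded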
LAP4-GFP MLPCN – alters LAP4-GFP fluorescence in TOR pathway yeast screen | S. cerevisiae LAP4-GFP multiplex, flow cytometry GFP, 3 h; median GFP as percent of DMSO wells | GFP response vs DMSO, % at 10 µM | hit rate 0.34% among 320,000 | AID 2023;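 active means GFP response vs DMSO above a set limit, about the screen mean plus 3 SD, cut at about 150% in these data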
* hit, by the source's call; x = not tested or not shown.

compound,AGP1-GFP MLPCN,Yeast superoxide,MEP2-GFP yeast,VLA-4 inh,CIT2 TOR yeast,GRK2 inh,RPL19A-GFP yeast,LAP4-GFP MLPCN
COc1ccc(-c2cc(C(F)(F)F)nc(N3CCN(C)CC3)n2)cc1,107,87,101,9,110,0,106,101
CSc1ccccc1C(=O)Nc1ccc2c(c1)OCCO2,111,101,116,0,119,0,109,113
CCCCN(CC)CCCNC(=O)c1cc2cc3ccc(C)cc3nc2o1,93,92,100,7,98,1,100,91
Fc1ccccc1-n1cc(-c2ccccc2)[nH]c1=S,92,101,94,9,99,4,100,90
CC(C)c1ccc(S(=O)(=O)NC2CCS(=O)(=O)C2)cc1 (stereo unspecified),89,119,93,-27,83,2,92,83
S=C(Nc1ccc(Cl)cc1Cl)N1CCOCC1,99,96,101,-19,101,1,97,98
O=C(CSCCO)Nc1cc(C(F)(F)F)ccc1Cl,101,114,102,3,105,1,104,103
CC(=O)N[C@@H](Cc1c[nH]c2ccccc12)C(=O)NCCc1ccc(S(N)(=O)=O)cc1,100,89,101,-5,98,5,103,95
CC(C)C(=O)Nc1c(-c2cccs2)c(=O)c2ccccc2n1C,x,113,101,4,98,1,96,93
O=C(CCc1nc2ccccc2c(=O)[nH]1)NCc1cccc(Cl)c1,93,93,100,8,98,0,99,101
Cc1cc(C[n+]2ccsc2N)c2ncccc2c1,108,88,99,-16,100,2,99,109
O=C(COc1ccc(S(=O)(=O)NC2CCCCC2)cc1)NCc1cccnc1,98,119,102,-10,97,0,99,96
O=C(Nc1cccc2c1C(=O)NC2=O)c1cccnc1Cl,100,94,96,-14,91,2,99,104
CCCCC/C=C/C1=CC(=O)C[C@H](c2ccc(OC)cc2)C1,95,80,94,18,94,1,93,98
CC(=O)N(c1c(C)n(C)n(-c2ccccc2)c1=O)C1(C(=O)NC2CCCC2)CCCCC1,98,101,96,2,97,0,97,89
COc1cccc2[nH]c3ccccc3c(=O)c12,82,97,106,10,97,2,89,87
Cc1cc(CNC(=O)c2cc(Br)ccc2Cl)nn1C,95,107,107,7,97,0,98,95
CC(C)C[C@@H]1NC(=O)[C@H](C(C)C)NC(=O)c2cc([N+](=O)[O-])cc(I)c2OCC[C@@H](C(N)=O)NC1=O,87,115,98,12,88,5,100,120
O=C(c1ccc(N2CCCCC2)c([N+](=O)[O-])c1)N1CCN(S(=O)(=O)c2ccccc2)CC1,104,69,100,9,99,6,99,105
CCOc1cc2c(cc1OCC)C(c1ccccc1OC)OC(=O)C2 (stereo unspecified),94,104,103,16,98,6,102,89
O=C(Nc1ccc(Cn2cccn2)cc1)c1ccc(COc2ccccc2Br)cc1,104,126,105,17,106,0,97,102
CC1(C)CC(N2CCN(Cc3ccccc3)CC2)=CC(=[N+]2CCCCC2)C1,101,82,100,4,97,1,101,103
Cc1ccc(N(C)C(=O)c2cc(S(=O)(=O)N3CCc4ccccc43)cn2C)cc1,86,112,90,-2,86,1,98,107
Cc1ccc(C)c(N2CCN(C(=O)c3ccc4nsnc4c3)CC2)c1,97,135,91,-1,91,1,97,113

Exported with two lines to a compound: 2 of the compounds above.
Values run as follows: AGP1-GFP MLPCN	Yeast superoxide	MEP2-GFP yeast	VLA-4 inh	CIT2 TOR yeast	GRK2 inh	RPL19A-GFP yeast	LAP4-GFP MLPCN
Cc1cc(CNC(=O)c2cc(Br)ccc2Cl)nn1C
    95	107	107	7	97	0	98	95
CC(C)C[C@@H]1NC(=O)[C@H](C(C)C)NC(=O)c2cc([N+](=O)[O-])cc(I)c2OCC[C@@H](C(N)=O)NC1=O
    87	115	98	12	88	5	100	120

The list goes on:
compound,AGP1-GFP MLPCN,Yeast superoxide,MEP2-GFP yeast,VLA-4 inh,CIT2 TOR yeast,GRK2 inh,RPL19A-GFP yeast,LAP4-GFP MLPCN
CNC(=O)/C(C#N)=C/c1c(N2CCCCCC2)nc2ccccn2c1=O,21,97,216*,-29,80,0,77,93
CCC(C)NC(=O)CN1C(=O)NC2(CCOc3ccccc32)C1=O (stereo unspecified),104,90,106,19,106,1,99,94
C1CCCC(NC2=NCCO2)CCC1,95,111,110,10,94,0,101,90
Brc1ccc(-c2csc(NC3=NCCCCC3)n2)cc1,98,95,93,8,95,1,99,93
COc1ccc(-c2cc(=O)oc3cc(OC(C)C(=O)Nc4ccc(CN5CCOCC5)cc4)ccc23)cc1 (stereo unspecified),107,122,98,-1,98,0,98,104
Cc1cc(NC(=S)Nc2ccccc2)ccc1Br,100,93,100,2,100,1,97,104
CCOC(=O)N1CCC(NC(=O)c2ccc(Cl)cc2)CC1,102,96,91,6,93,2,94,107
CC(=O)Nc1ccc(-c2csc(N/N=C\c3ccncc3)n2)cc1,104,105,97,27,92,3,98,103
CSc1nc(N)nc(SCC(=O)C(C)(C)C)c1C#N,90,103,97,2,93,1,91,91
Cc1ccc(C(CC(=O)c2ccc(Cl)cc2)C(=O)O)cc1 (stereo unspecified),95,109,100,-5,96,0,111,97
CC(=O)Nc1ccc(OCC(O)Cn2c3ccccc3c3ccccc32)c(C)c1 (stereo unspecified),96,116,104,7,98,1,97,98
CC(=O)Nc1ccc(S(=O)(=O)N=S(C)(C)=O)cc1,86,105,103,8,89,1,96,87
O=C(NCc1ccc(F)cc1)C1CCN(S(=O)(=O)c2ccc(Br)s2)CC1,96,103,106,-8,96,4,95,94
CC1CCN(C(=O)C2CCC(C)(C(=O)O)C2(C)C)CC1 (stereo unspecified),98,89,97,x,89,0,98,96
O=C1C(Cl)=C(N2CCCCCC2)C(=O)N1c1ccccc1Cl,95,91,104,1,96,3,104,91
COc1cccc(C(=O)Nc2c3c(nn2-c2ccc([N+](=O)[O-])cc2)CS(=O)(=O)C3)c1,101,87,98,2,103,1,100,102
CC(Sc1ccc(Cl)cc1)C(=O)Nc1ccc2c(c1)OCO2 (stereo unspecified),93,101,96,-10,83,4,98,110
O=C(COC(=O)c1ccc(O)cc1)Nc1ccc(S(=O)(=O)N2CCCC2)cc1,100,118,102,3,102,2,108,109
COc1cccc(CNC(=O)c2nnn(CC(=O)Nc3ccc4c(c3)OCO4)c2N)c1,107,104,112,5,105,0,107,94
NC(=O)c1nnsc1Sc1c(C(N)=O)nnn1-c1cccc(N)c1,91,97,101,-5,87,5,101,87
CC(=O)c1c(C)[nH]c(C(=O)NCCC2=CCCCC2)c1C,100,98,108,-5,93,1,98,111
CCCC(c1nnnn1CC1CCCO1)N1CCN(c2nc3ccccc3s2)CC1 (stereo unspecified),107,100,99,0,96,5,103,114
O=C(NCC(=O)N1CCN(S(=O)(=O)c2cccc(F)c2)CC1)c1ccc(Br)o1,108,103,107,25,95,2,101,100
O=C(NC1CC1)c1ccc(-c2nc3ccccc3s2)s1,104,104,103,2,87,3,99,107
COc1ccc(S(=O)(=O)N2CCCC2CNC(=O)C(=O)Nc2ccc(F)cc2)cc1 (stereo unspecified),106,98,99,4,100,0,99,110
COC(=O)c1ccc(C(C(=O)NC2CCCCC2)N(Cc2ccccc2)C(=O)Cc2cccs2)cc1 (stereo unspecified),108,106,101,-2,109,3,103,106
CCC/C(=N\NC(=O)C1CC1)c1ccccc1,103,92,100,4,96,0,98,98
C/C(N)=C(/C#N)C(=O)COC(=O)c1cc(-c2ccc(C)cc2)nc2ccccc12,95,96,106,31,94,2,105,108
COc1cccc2c1OC1(CCN(C(C)C)CC1)N1N=C(c3cccnc3)CC21 (stereo unspecified),120,109,89,8,118,0,101,114
CSc1ccccc1NC(=O)c1noc(C)c1[N+](=O)[O-],116,96,95,-11,100,1,89,150
NC(=O)c1cc([N+](=O)[O-])ccc1NCc1cccc2ccccc12,85,125,94,-3,97,0,102,121
COc1ccc(-c2csc(NCc3ccco3)n2)cc1C,94,104,97,-14,104,1,85,109
COC(=O)c1cnc(N2CCCN(S(=O)(=O)c3ccccc3)CC2)nc1C(F)(F)F,102,102,98,0,100,0,94,107
CCn1c(=O)cc(OCC(=O)NCc2ccc(C)o2)c2ccccc21,104,100,103,1,98,0,99,105
Oc1ccc(-c2csc(Nc3ncccn3)n2)c(O)c1,99,89,98,11,96,1,97,104
CCN(CC)C(=O)CCCOc1ccc(Cl)cc1Cl,93,97,112,-25,100,6,100,106
Cc1cccc(C)c1NC(=S)NCCc1ccc(O)c(O)c1,108,87,104,-4,106,0,100,112
Cn1c(=O)c2c(nc(SC3C(=O)CC(C)(C)CC3=O)n2C)n(C)c1=O,98,93,103,-8,97,3,98,97
O=C(Nc1cccc(S(=O)(=O)NC2=NCCC2)c1)c1cc(Cl)ccc1[N+](=O)[O-],105,120,101,12,98,1,93,101
NS(=O)(=O)c1ccc(CCNC(=O)C2CCN(S(=O)(=O)c3c(Cl)cccc3Cl)CC2)cc1,108,85,108,10,100,2,103,113
CC(C)OC(=O)CSc1nnc(SCc2cccc3ccccc23)s1,101,110,106,-1,94,0,99,106
O=C(COC(=O)c1ccc(Br)o1)Nc1cccc(S(=O)(=O)N2CCOCC2)c1,105,95,103,6,106,1,105,100
COc1ccc2cc(C(=O)N3CCN(c4ccccc4F)CC3)[nH]c2c1,100,114,111,0,100,8,113,95
Cc1c(NC(=S)NC(=O)c2ccc(Br)o2)c(=O)n(-c2ccccc2)n1C,98,126,97,-2,98,2,103,92
Cc1ccc(O)c(CNn2cnnc2)c1,109,89,106,-1,105,1,103,99
COC(=O)c1ccc(C(=O)OC)c(NC(=O)N2c3ccccc3Sc3ccccc32)c1,99,100,97,8,101,1,94,92
O=S(=O)(c1cccs1)N1CCN(c2ccccc2F)CC1,95,92,96,-208,86,3,95,100
